Screens (PubChem BioAssay)
ADAM17 inh – ADAM17 inhibitors, primary screen, biochemical, QFRET; Disintegrin and metalloproteinase domain-containing protein 17 (Homo sapiens), P78536; recombinant ADAM17, EDANS/DABCYL FRET peptide cleavage; inhibition, % at 6.95 µM; 0.83% of 370,000 active; AID 720648, 2013;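 active means inhibition above the mean of compounds lying between control limits plus 3 SD, set per campaign, cut at about 8.5% in these data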;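 further: 0% = DMSO-only wells as the low control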
SIAE primary – human SIAE inhibitors, primary screen, biochemical, fluorescence polarization, FP-Rh probe, 1536-well HTS | Sialate O-acetylesterase (Homo sapiens), Q9HAT2 | SIAE FP-Rh probe binding | 0.69% of 370,000 active | inhibition, % at 9.66 µM;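 active means inhibition above a cutoff: mean of compounds within the control limits plus 3 SD of those, cut at about 17% in these data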;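 further: 0% = plate median of compound wells and 100% = probe without SIAE protein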
TDP2 inh – human TDP2 enzyme inhibitors, primary screen, biochemical, epi absorbance, recombinant enzyme; T5PNP hydrolysis, p-nitrophenol absorbance 415 nm; inhibition, % at 12.8 µM; 0.34% of 370,000 active;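 active means inhibition above the mean of all tested compounds plus 3 SD, set per campaign, cut at about 25% in these data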;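 further: 0% = DMSO with enzyme and 100% = buffer with substrate but no TDP2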
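System: recombinant human TDP2 / Amount: 120 nM TDP2 per well / Also added: 5 mM T5PNP chromogenic substrate / Doses: 12.8 µM single point, 1% DMSO / Incubation: 2 h at 37 °C / Detection: p-Nitrophenol epi absorbance / Evaluation: % inhibition relative to enzyme-containing and enzyme-free wells / Repeats: singlicate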
ASAP1 inh – inhibitors of human ASAP1 ArfGAP activity, primary screen, biochemical, fluorescence polarization | 0.19% of 360,000 active | ASAP1-stimulated ARF1 GTP hydrolysis, GDP FP detection | AID 624377, 2012 | inhibition, % at 16.5 µM | Arf-GAP with SH3 domain, ANK repeat and PH domain-containing protein 1 (Homo sapiens), …; in the data active means inhibition above about 25%;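 further: 0% = vehicle with enzyme and substrate and 100% = no enzyme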
ADAM10 inh – human ADAM10 inhibitors, primary screen, biochemical, QFRET, HTS; 0.62% of 370,000 active; Disintegrin and metalloproteinase domain-containing protein 10 (Homo sapiens), O14672; recombinant ADAM10, EDANS/DABCYL FRET peptide cleavage, 3 h; inhibition, % at 7 µM;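 active means inhibition above a per-campaign cutoff equal to the mean of compounds falling between control-based bounds plus 3 SD, cut at about 20% in these data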;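 further: 0% = DMSO wells while the 100% control is not disclosed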
Target sequence (O14672 214-748 limits assumed): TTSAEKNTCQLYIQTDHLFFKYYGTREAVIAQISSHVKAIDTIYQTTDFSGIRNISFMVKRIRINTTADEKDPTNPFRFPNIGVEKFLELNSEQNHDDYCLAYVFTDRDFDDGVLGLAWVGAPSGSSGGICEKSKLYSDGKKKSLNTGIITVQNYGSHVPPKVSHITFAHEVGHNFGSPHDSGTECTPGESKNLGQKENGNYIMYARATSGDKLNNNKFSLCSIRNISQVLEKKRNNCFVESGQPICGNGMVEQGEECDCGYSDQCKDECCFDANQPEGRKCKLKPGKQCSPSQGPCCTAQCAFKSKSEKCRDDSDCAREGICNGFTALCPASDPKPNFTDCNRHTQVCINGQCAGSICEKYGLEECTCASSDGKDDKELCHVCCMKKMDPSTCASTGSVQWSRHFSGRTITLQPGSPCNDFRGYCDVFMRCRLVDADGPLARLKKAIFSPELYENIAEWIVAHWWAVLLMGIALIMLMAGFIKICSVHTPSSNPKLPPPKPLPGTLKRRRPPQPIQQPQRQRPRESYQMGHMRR
Tn7 DDE FP – inhibitors of Tn7 peptide binding to fibrin DD(E), primary screen, biochemical, fluorescence polarization, human fibrin, Tn7 probe. FP displacement of FITC-Tn7 peptide from fibrin DD(E); 0% = median of compound wells per plate. AID 720508, 2013. 0.13% of 370,000 active. inhibition, % at 8.3 µM;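 active means inhibition above the mean of compounds falling within the control limits plus 3 SD of them, cut at about 14% in these data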;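 further: 0% = plate median of compound wells and 100% = 10 µM Aha-Tn7 peptide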
Target sequence (P02675 whole entry, looked up): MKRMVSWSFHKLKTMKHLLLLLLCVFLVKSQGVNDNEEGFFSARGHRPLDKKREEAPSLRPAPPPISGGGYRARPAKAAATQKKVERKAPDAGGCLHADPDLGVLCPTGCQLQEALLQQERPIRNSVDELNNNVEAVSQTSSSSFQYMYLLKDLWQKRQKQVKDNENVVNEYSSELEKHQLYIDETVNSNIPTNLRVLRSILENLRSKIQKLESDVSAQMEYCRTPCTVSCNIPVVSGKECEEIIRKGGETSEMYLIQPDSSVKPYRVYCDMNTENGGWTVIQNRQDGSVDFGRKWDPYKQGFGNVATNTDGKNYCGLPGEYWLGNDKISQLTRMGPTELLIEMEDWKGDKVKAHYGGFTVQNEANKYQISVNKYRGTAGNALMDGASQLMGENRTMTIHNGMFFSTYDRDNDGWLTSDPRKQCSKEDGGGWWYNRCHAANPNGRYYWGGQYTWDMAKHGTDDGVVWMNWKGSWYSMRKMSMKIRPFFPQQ
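Also added: labelled Tn7 tracer, 0.1 µM; Assay system: human fibrin DD(E) protein; Amount: 2 µM fibrin DD(E); Schedule: 10 min compound pre-incubation, 3 h probe incubation at room temperature; Repeats: one replicate per compound; Read-out basis: percent inhibition; Measured by: fluorescence polarization of the labelled Tn7 tracer.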
PLCg1 inh – PLC-gamma1 enzyme inhibitors, primary screen, biochemical, fluorescence, purified enzyme; fluorogenic substrate; inhibition, % at 12.2 µM; 0.84% of 370,000 active; AID 720700, 2013; in the data active means inhibition above about 9.5%
ARFGAP1 inhibitor – inhibitors of rat ARFGAP1 GAP activity, primary screen, biochemical, fluorescence polarization, GDP tracer; ADP-ribosylation factor GTPase-activating protein 1 (Rattus norvegicus), Q62848; Arfgap1-stimulated ARF1 GTP hydrolysis, GDP FP detection; inhibition, % at 16.5 µM; 0.26% of 360,000 active;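 active means inhibition above a per-plate limit, mean inhibition of low control wells plus 3 SD, cut at about 25% in these data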;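 further: 0% = DMSO wells with enzyme and 100% = wells lacking Arfgap1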
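Assay system: Rat Arfgap1 GAP domain (His6, aa 1-136), purified enzyme | Buffer or medium: HEPES 25 mM pH 7.5, NaCl 150 mM, MgCl2, DTT | Schedule: GTP hydrolysis reaction 2 h at 25 °C | Signal: FP of antibody-bound GDP Alexa 633 tracer, ex 620/em 688 nm | Measure: Percent inhibition of Arfgap1-stimulated GTP hydrolysis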
PLCb3 inh – human PLC-beta3 inhibitors, primary screen, biochemical, fluorescence. Purified PLC-beta3, fluorogenic substrate. inhibition, % at 12.2 µM. 0.18% of 370,000 active; in the data active means inhibition above about 11%;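 further: 0% = median of compound wells on plate and 100% = full blocker control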
DDE Tn6 FP inh – inhibitors of Tn6 peptide binding to fibrin DD(E), primary screen, biochemical, fluorescence polarization, human fibrin, Tn6 probe; Fibrinogen beta chain (Homo sapiens), P02675; Fibrin DD(E) TRITC-Tn6 fluorescence polarization displacement; inhibition, % at 8.3 µM; 0.21% of 370,000 active;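 active means inhibition above a per-campaign cutoff: mean of compounds within control limits plus 3 SD, cut at about 15% in these data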;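 further: 0% = median of all compound wells on the plate and 100% = blocking peptide control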
Active calls of the source: *; i = inactive; / = no result given.

Screens in order: SIAE primary	ADAM17 inh	DDE Tn6 FP inh	ASAP1 inh	TDP2 inh	PLCb3 inh	PLCg1 inh	ARFGAP1 inhibitor	ADAM10 inh	Tn7 DDE FP
COc1cc(-c2cc(C(=O)Nc3cc(S(=O)(=O)N4CCOCC4)ccc3O)c3ccccc3n2)cc(OC)c1OC
→ 7	2	-3	-3	1	-68	-53	-5	2	3
Cc1ccc(-c2nc(CSCC(=O)N3CCN(C(=O)c4ccco4)CC3)c(C)o2)cc1
→ -8	-3	3	13	4	-1	-3	1	-7	2
O=C(COC(=O)/C=C/c1ccccc1)NCc1ccccc1Cl
→ -4	0	-2	8	-8	-1	0	7	-4	-4
O=C(COC(=O)CCC(=O)c1ccc(Cl)cc1)NCCc1ccccc1
→ 0	3	4	-7	7	2	-2	13	-3	-6
Cc1ccnc(NC(=O)Nc2cccc(F)c2)n1
→ 0	0	3	10	-2	3	-1	-6	-3	10
CCCCC[C@@H]1C=C(C(=O)O)[C@H](c2ccc(Cl)cc2)N1S(=O)(=O)c1ccc(C)cc1
→ -2	1	-6	0	-11	-2	-3	-2	2	0
CC(=O)Nc1ccc(S(=O)(=O)N2CCSC2)cc1
→ -4	-4	1	3	0	-10	2	-9	-6	6
FC(F)(F)Oc1ccc(Cn2ccc3ccc(-c4ccc5ccn(Cc6ccc(OC(F)(F)F)cc6)c5c4)cc32)cc1
→ 4	-13	-12	/	4	-69	-58	/	-24	-6
COc1ccccc1NC(=O)Cn1c(=O)oc2ccccc21
→ -3	-5	0	-2	7	-1	3	5	2	2
CC(C)(C)c1ccc(S(=O)(=O)Nc2ccccn2)cc1
→ -4	-6	0	-11	0	-5	-4	-5	-16	-4
CSc1ccc(NC(N)=S)cc1
→ 0	-5	-4	0	2	-9	1	-3	-6	3
CC(=O)c1cccc(N(C(=O)Cn2nnc3ccccc32)C(C(=O)NCC2CCCO2)c2ccc(N3CCOCC3)cc2)c1 (stereo not drawn)
→ -7	-2	-3	-7	-7	-8	-4	9	1	-2
Cc1ccc(-n2ccc(=O)c(-c3ccnc(SCc4cccc(Cl)c4)n3)n2)cc1
→ -11	-5	5	-2	-7	-41	-25	12	-13	4
COc1cccc(C(=O)Nc2ccc(Cl)c(C(F)(F)F)c2)c1
→ -44	11*	-19	-6	-12	-4	5	11	18	-15
CCOc1ccc(NC(=O)CN2C(=O)/C(=C3\SC(=S)N(C4CCS(=O)(=O)C4)C3=O)c3ccccc32)cc1 (stereo not drawn)
→ 5	-1	6	-3	7	-5	0	0	-4	-4
COc1ccc(Cn2c(C)nc([N+](=O)[O-])c2SCC(=O)O)cc1[N+](=O)[O-]
→ 1	-1	-6	-3	3	5	3	-14	2	1
CN(C)CCCOc1ccc(-c2cccc3nncn23)cn1
→ -5	-24	0	-3	0	-18	-19	-1	-75	-4
COc1ccc2c(c1OC)C(=O)O[C@@H]2[C@H]1c2c(cc3c(c2OC)OCO3)CCN1C
→ 0	-2	-6	-6	16	-7	-6	-3	-8	-2
CCCn1c(SC/C(O)=C(\C#N)c2nc3ccccc3[nH]2)n[nH]c1=O
→ 8	-3	4	6	5	-23	-24	2	3	11
COc1ccc(CCCN2CCC(CN3C(=S)NC[C@@H]3Cc3ccccc3)CC2)cc1OC
→ 2	0	13	4	-2	0	-2	3	-10	1
CCN(CC)c1ccc(NC(=O)CSc2nnc(-c3ccc(Cl)cc3)n2Cc2ccco2)cc1
→ 0	4	1	/	1	3	-1	/	6	1
CC1CCCCN1C(=O)COc1ccc(S(=O)(=O)N2CCCC2)cc1[N+](=O)[O-] (stereo not drawn)
→ 3	-2	5	1	-3	-6	-1	-5	-8	-5
CCC[C@H]1[C@@H](NC(=O)c2ccc(OC)cc2)CC[C@@]23CCCN2C(=O)CCC[C@@H]13
→ 2	-2	2	/	-1	2	2	/	2	-2
COc1ccc(CCNC(=O)CSc2nc3ccsc3c(=O)n2CC2CCC(C(=O)O)CC2)cc1OC (stereo not drawn)
→ -3	-2	-2	0	11	-5	3	2	8	-1
C[C@H](C(=O)N(C)c1ccccc1)[C@@H](O)c1ccc2ccccc2c1
→ 3	-6	5	/	7	2	17*	/	-1	-7
CN(C(=O)C1CCOC1)c1nnc(-c2cccnc2)s1 (stereo not drawn)
→ 0	-5	-2	-4	9	0	2	-1	-4	-8
Cc1ccc(C(=O)Nc2ccccc2N2CCCCC2)cc1S(=O)(=O)N1CCOCC1
→ -11	6	-9	-1	-3	-3	2	3	5	-12
Cn1c(=O)c2c(nc(CN3CCN(c4ccccc4)CC3)n2CCc2ccccc2)n(C)c1=O
→ -3	-1	-9	9	0	0	1	17	3	-6
COc1ccc(C(=O)Nc2ccc3ccccc3c2)c(OC)c1
→ -21	3	-7	-3	10	-14	-9	12	13	-3
CNS(=O)(=O)c1ccc(CCC(=O)N2CCN(c3ccccc3OC)CC2)cc1
→ 3	-1	1	-8	-4	-5	3	-6	-1	3
COc1ccc(-c2nnc(N3CCC(C)CC3)c3ccccc23)cc1
→ -1	-4	6	-6	2	1	-3	-7	2	1
CCOC(=O)c1[nH]c2ccc(Br)cc2c1NC(=O)CCN1CCCC(C)(C)C1
→ -4	-1	-2	7	3	2	2	6	1	-11
Cc1c(Cl)ccc(S(=O)(=O)NCCCn2ccnc2)c1Cl
→ -4	0	-2	7	-6	-2	4	-3	3	-7
CCC(=O)[C@@H](C)[C@@H](OC(C)=O)[C@H](C)C[C@@H](C)[C@H]1OC(=O)C[C@@]2(O)CC=C(C)C(O2)C(C)=CCCC[C@H](O[C@H]2C[C@@H](OC(N)=O)[C@H](OC(C)=O)[C@@H](C)O2)C=C[C@H](C)C[C@H]1C
→ -2	-1	3	2	3	4	2	/	2	0
C=C(C)c1cccc(C(C)(C)NC(=O)NC2CCN(Cc3ccccc3)CC2)c1
→ 1	-1	-2	9	13	-3	3	1	-5	-5
O=S(=O)(NC1CCCCC1)c1cccc2nsnc12
→ 1	1	6	0	0	-4	2	6	2	7
CCCCCCC#Cc1cncc(C(=O)NNC(=O)Nc2cc(Cl)cc(Cl)c2)c1
→ -11	1	7	-10	-12	-6	-1	5	6	0
COc1ccc(-n2c(SCC(=O)Nc3cc(C)c(NC(=O)c4ccccc4)cc3OC)nnc2-c2ccco2)cc1
→ -6	12*	1	/	-15	2	7	/	24*	-9
COc1ccc(-n2c(Cc3cccn3C)nnc2SCC(=O)Nc2cc(Cl)ccc2OC)cc1
→ -6	4	-1	6	0	-3	0	11	-2	-2
CC(=O)Nc1ccc(NC(=O)c2csc([C@H]3C[C@H](O)[C@@H](CO)O3)n2)cc1
→ -7	-9	0	9	1	4	2	-13	-10	-2
COc1ccccc1CNC(=O)C(=O)NCC1OCCCN1S(=O)(=O)c1ccc(F)cc1C (stereo not drawn)
→ 6	-2	3	-5	15	-11	0	-5	5	2
Cc1ccc2c(c1)Cc1nc3ccccc3nc1-2
→ 1	-199	8	12	-4	-71	-51	5	i	-5
CC(C)(C)c1csc(NC(=O)CCc2ccccc2)n1
→ 7	5	-1	0	-12	-7	-5	0	10	6
c1ccc(-c2ncnc3nc4n(c23)CCC4)cc1
→ -4	-1	-5	-5	0	4	1	-10	6	-7
O=C1NCCC/C1=N/Nc1cc(F)ccc1F
→ 1	-1	4	3	-8	-4	2	0	-6	-1
CCC1CCCCN1S(=O)(=O)c1ccc(S(=O)(=O)N(Cc2ccccn2)CC2CCCO2)cc1 (stereo not drawn)
→ 14	3	-3	-14	-9	9	6	-3	8	4
N#C/C(=C\c1ccccc1[N+](=O)[O-])C(=O)NC1CCCCC1
→ 3	-6	2	3	3	-16	-6	2	-12	13
CSc1ncccc1C(=O)Nc1nnc(C2CC2)s1
→ -5	-5	0	3	7	-5	2	13	-5	5
C=CCN1C(=O)N(c2ccc(F)cc2)C(=O)C1CC(=O)Nc1ccc(Cl)cc1 (stereo not drawn)
→ 6	-3	-9	2	2	-7	2	6	-4	-3
COc1ccc(N2CCN(Cc3cc(=O)oc4cc5c(cc34)CCCC5)CC2)cc1
→ 15	-8	-6	-2	10	-4	-4	11	2	2
CC(=O)N1CCc2cc(S(=O)(=O)NCCC(=O)NCCc3ccc(C)cc3)ccc21
→ 4	1	1	-14	-16	4	7	-10	12	1
COc1ccc(C(=O)NCCCCCCNC(=O)c2ccc(OC)cc2)cc1
→ -12	-6	-2	-7	-14	0	2	5	5	-4
CC(=C/c1ccccc1)/C=N/Nc1nc(N2CCOCC2)nc(N2CCOCC2)n1
→ -3	-1	2	-2	8	0	-2	-3	-8	1
O=C1CCCN1c1ccc(C(=O)N(Cc2nnc(-c3ccccc3Cl)o2)C2CC2)cc1
→ 5	-2	-3	-7	6	-7	-4	4	-4	5
CCOC(=O)c1c(C=O)c(C)n(Cc2ccccc2Cl)c1C
→ -1	-1	-2	-11	-1	-9	-1	9	1	0
CCN(CCCNC(=O)C1CCN(S(=O)(=O)CC)CC1)c1cccc(C)c1
→ 2	2	0	1	-17	-2	2	4	-9	-8
Cc1noc(C)c1S(=O)(=O)Nc1ccc2c(c1)C(=O)N([C@H](C)CO)C[C@H](C)[C@@H](CN(C)S(=O)(=O)c1ccccc1)O2
→ 2	-3	12	2	2	0	-3	-7	-1	1
CCc1ccc(Nc2n[n+](-c3ccccc3)c(-c3ccc(OCc4ccccc4)cc3)s2)cc1
→ -10	2	-1	0	6	-3	-3	-3	19	4
COCCn1c(SCC(=O)Nc2ccc3[nH]c(=O)[nH]c3c2)nc2ccccc2c1=O
→ 13	-5	-5	-5	8	-7	-1	-2	1	-3
S=C(NCCCc1ccccc1)Nc1ccc(Cl)cc1
→ -5	8	3	4	2	3	1	-5	10	-4
